Screening data deposited in PubChem BioAssay by several laboratories.
HDAC3 inhib – HDAC3 deacetylase inhibitors, primary screen, biochemical, fluorescence, cell-free homogeneous; recombinant HDAC3, fluorogenic peptide/trypsin coupled; inhibition, % at 8.3 µM; actives 0.15% (n = 320,000); AID 2718, 2010; in the data active means inhibition above about 26%, passing the limit was not always enough; inconclusive means no clear call, values can overlap the other calls
PolyA inhibitor – polyadenylation inhibitors in yeast reporter cells, primary screen, luminescence, S. cerevisiae. actives 0.02% (n = 300,000). AID 1875, 2009. calls only at 12 µM. S. cerevisiae SKY197-pL101 polyadenylation reporter, beta-gal luminescence; efflux-impaired pdr1/pdr3 knockout yeast; score 100 = 6 SD above DMSO;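 active means lowest replicate activity score at least 50, where 100 means six control SD above control mean; inconclusive means lowest score under 50 but half or more replicates reach 50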;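 further: yeast exposed to compound for 9 h at 30 °C; higher score means more reporter readthrough which indicates perturbed polyadenylation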
GSK3beta inhib – human GSK3beta kinase inhibitors, primary screen, biochemical, cell-free homogeneous, HTS; actives 0.038% (n = 300,000); AID 2097, 2009; activity score (negative = inhibition), % at 10 µM; GST-GSK3beta kinase, ADP-Glo luminescence, 60 min; active compounds read low;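 active means more than half of replicate wells score below -50%, meaning over 50% inhibition versus plate controls; inconclusive means some replicates but at most half score below -50%; inactive means no replicate scores below -50%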;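 further: 0% = median DMSO wells and -100% = median GW8510 positive control wells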
Target sequence (P49841 whole entry, looked up): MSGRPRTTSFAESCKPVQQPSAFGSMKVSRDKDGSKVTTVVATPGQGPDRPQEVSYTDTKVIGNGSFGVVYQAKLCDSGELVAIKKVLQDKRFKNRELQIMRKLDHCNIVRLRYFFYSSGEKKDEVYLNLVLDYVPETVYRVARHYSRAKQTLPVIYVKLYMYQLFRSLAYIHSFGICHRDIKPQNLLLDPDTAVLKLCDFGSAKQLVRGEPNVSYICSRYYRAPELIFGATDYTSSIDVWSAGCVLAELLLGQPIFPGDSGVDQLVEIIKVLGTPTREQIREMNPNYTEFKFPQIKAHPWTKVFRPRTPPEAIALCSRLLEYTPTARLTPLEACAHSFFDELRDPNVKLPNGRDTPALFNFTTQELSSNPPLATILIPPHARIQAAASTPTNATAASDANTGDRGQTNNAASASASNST
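Test system – GST-tagged human GSK3beta kinase, cell-free · Incubation – 60 min enzyme reaction, room temperature · Signal – ADP-Glo luminescence · Also added – peptide substrate and ATP at 25 µM · Controls – DMSO neutral wells and GW8510 at 20 µM as positive · Buffer or medium – Tris/MgCl2 kinase buffer · Measure – Luminescence-derived activity versus plate DMSO and GW8510 wells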
AI-2 QS modul – Vibrio harveyi AI-2 quorum sensing modulators, primary screen, JMH597 strain, luminescence/OD600 ratio; Vibrio harveyi JMH597 AI-2 luminescence/OD600 ratio, 9 h; active compounds read low; strain lacks LuxN and CqsS sensors; 0 = neutral-control median; activity change, % at 7.5 µM; actives 0.4% (n = 300,000); AID 2094, 2009; in the data active means activity change below about -75%, passing the limit was not always enough; inconclusive means no clear call, values can overlap the other calls;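 further: luminescence divided by OD600 gain over 9 h not by final OD600 alone; inactives centre near 13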
Dyrk1A ADPGlo – rat Dyrk1A kinase inhibitors, primary screen, biochemical, single point, plate reader. Dual specificity tyrosine-phosphorylation-regulated kinase 1A (Rattus norvegicus), Q63470. ADP-Glo luminescence, NFATc1 peptide. inhibition, % at 12.5 µM. actives 0.43% (n = 310,000). AID 504441, 2011; in the data active means inhibition above about 50%;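 further: plate controls were vehicle with enzyme for no effect and no enzyme for full effect; many of its hits are not listed in these tables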
GSK3A inh – blockers of GSK3A enzyme activity – biochemical, luminescence, cell-free homogeneous, HTS, primary screen. Glycogen synthase kinase-3 alpha (Homo sapiens), P49840. GSK-3 alpha kinase, ADP-Glo luminescence, 60 min. inhibition, % at 10 µM. actives 0.1% (n = 320,000);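 in the data active means inhibition above about 50%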;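 further: GST-tagged GSK-3 alpha with peptide substrate and 25 µM ATP; 0% = DMSO neutral wells and 100% = GW8510 positive control wells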
Target sequence (P49840 whole entry, looked up): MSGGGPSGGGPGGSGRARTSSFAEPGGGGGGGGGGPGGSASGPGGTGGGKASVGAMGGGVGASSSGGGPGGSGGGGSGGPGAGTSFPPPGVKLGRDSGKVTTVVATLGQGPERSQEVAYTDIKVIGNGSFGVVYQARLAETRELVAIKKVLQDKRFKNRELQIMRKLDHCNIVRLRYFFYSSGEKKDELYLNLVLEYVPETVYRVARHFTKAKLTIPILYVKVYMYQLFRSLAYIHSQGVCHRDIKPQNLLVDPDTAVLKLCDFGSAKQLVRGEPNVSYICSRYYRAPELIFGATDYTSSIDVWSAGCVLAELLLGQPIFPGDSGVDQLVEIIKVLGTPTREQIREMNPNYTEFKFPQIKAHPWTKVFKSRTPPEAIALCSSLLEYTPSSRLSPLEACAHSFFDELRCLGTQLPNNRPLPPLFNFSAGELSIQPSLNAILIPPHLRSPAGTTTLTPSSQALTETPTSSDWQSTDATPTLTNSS
Platelet DG rel – inhibitors of platelet dense granule secretion, primary screen, cell-based, MLPCN, human platelets; human platelet-rich plasma, SFLLRN dense granule ATP release, luminescence; actives 0.22% (n = 300,000); inhibition, %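 (compounds screened at 7.5 µM in platelet-rich plasma)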;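 active means mean replicate score, as percent of positive control, at or above 50; inconclusive means mean below 50 but at least one replicate at or above 50; inactive means mean and every replicate below 50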
HSF-1 act – HSF-1 activators, primary screen, NIH3T3-HGL cells, MG132 stress, luminescence, single point | NIH3T3-HGL HSF-1 luciferase reporter, 8 h; 100% = twice DMSO control signal | activation, % at 9 µM | actives 1.7% (n = 300,000) | AID 504408, 2011;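 active means mean replicate activation of at least 50% with a set share of replicates each reaching 50%; inconclusive means only one of those two conditions met; inactive means mean below 50% and too few replicates reaching it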;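 further: 0% = median of the neutral control wells and 100% = twice that signal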
HSP90 refold inh – HSP90 inhibitors, primary screen, cell lysate, luminescence | Heat shock protein HSP 90 (rabbit reticulocyte lysate; luciferase refolding) | Rabbit reticulocyte lysate, luciferase refolding luminescence, 3 h | inhibition, % at 5.6 µM | actives 0.91% (n = 290,000) | AID 1789, 2009;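 active means inhibition above the screen-wide mean plus 3 SD, computed separately per campaign, cut at about 16% in these data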;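 further: 0% = DMSO wells and 100% = 60 µM geldanamycin wells; inhibitors lower the luminescence because luciferase stays unfolded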
HSF1 inh – HSF1 inhibitors in luciferase reporter cells, primary screen, cell-based, NIH3T3, luminescence; NIH3T3-HGL HSE-luciferase, MG132-induced, luminescence 8 h; active compounds read low; activity change, negative = inhibition, % at 7.5 µM (by protocol); actives 0.77% (n = 300,000); AID 2098, 2009;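 active means more than half of replicate wells show activity change below -50%, luminescence cut by over half; inconclusive means some wells, but at most half, below -50%; inactive means no replicate well below -50%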;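 further: luciferase reports HSF-1 transcriptional activity via heat shock element; 0% = median of DMSO wells and -100% = zero luminescence signal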
* hit, by the source's call; i = inactive; u = inconclusive; x = not tested or not shown. This is a subset, so the mix of outcomes need not match the whole.

#	compound	HSP90 refold inh	Platelet DG rel	HDAC3 inhib	Dyrk1A ADPGlo	GSK3A inh	HSF1 inh	PolyA inhibitor	AI-2 QS modul	GSK3beta inhib	HSF-1 act
1	Cc1ccc(OCC(=O)OC(C)CN(C)Cc2ccccc2)cc1 (stereo not drawn)	-2	-18	2	-3	1	-3	i	15	4	10
2	COc1ccc(Oc2ccccc2C=O)cc1	0	-19	4	3	-4	-3	i	-16	1	1
3	CC1(C)C(=O)OC(c2ccco2)C(C)(C)C1=O (stereo not drawn)	5	-9	-6	-5	0	2	i	15	-3	-4
4	Cc1csc(N2CCN(c3cc4nc(-c5ccncc5)[nH]c4cc3Cl)CC2)n1	0	-8	3	6	-2	1	i	12	2	-3
5	CCOc1ccc(C2/C(=C(\O)c3ccc(OC)c(OC)c3)C(=O)C(=O)N2c2cc(C)on2)cc1OC (stereo not drawn)	6	1	-4	1	-2	-6	i	19	2	-3
6	Cc1cc(C)n(-c2cccc(C(=O)O)c2)n1	2	-1	-4	x	0	-1	i	12	-4	-1
7	COc1ccc(-c2nc(C#N)c(NCCCN(C)C)o2)cc1OC	3	13	-95	8	3	2	i	33	-2	20
8	COc1ccc(S(=O)(=O)Nc2ccc(NC(C)=O)cc2)cc1	1	1	-2	0	-3	-2	i	29	2	-2
9	COc1ccc(CN2CC(=O)N(c3ccccc3OC)C2=S)cc1OC	-1	2	3	3	0	-21	i	4	-7	-38
10	COc1ccc(Cl)cc1NC(=O)C1CC(c2ccccc2O)=NO1 (stereo not drawn)	2	1	-10	8	-3	-9	i	-3	0	-4
11	Clc1ccc(OCCCCSc2ncccn2)cc1	3	7	0	5	-1	5	i	-27	0	21
12	CCOc1ccc2nc(SCC(=O)N3c4ccccc4Sc4ccccc43)sc2c1	3	1	-6	-2	2	5	i	6	-4	4
13	c1ccc(COc2ccc3nocc3c2)cc1	x	32	-1	2	1	24	i	-19	1	15
14	CC1(C)CC(=O)c2sc(NC(=O)c3ccccc3)nc2C1	-2	3	2	x	1	17	i	14	-2	54*
15	CC(=O)c1ccc(N(C(=O)CS(=O)CC(=O)Nc2ccc(F)cc2)C(C(=O)NC2CCCCC2)c2cccs2)cc1 (stereo not drawn)	-1	0	8	-6	0	2	i	32	-1	5
16	O=C(C1CC=CCC1)N1CCN(C(=O)C2CC=CCC2)CC1 (stereo not drawn)	-1	-3	-3	12	3	-3	i	21	1	-12
17	CC1=Nc2ccccc2N=C(NC(=O)CN2CCN(c3ccccc3)CC2)C1c1ccccc1 (stereo not drawn)	2	0	5	-3	-1	-2	i	21	1	3
18	CCOC(=O)C(CN1CCCC1)c1ccccc1 (stereo not drawn)	x	0	-1	5	2	-8	i	31	-2	-10
19	COc1ccccc1NC(=O)Cn1c([N+](=O)[O-])cnc1C	0	-2	2	7	-2	-7	i	42	-3	-22
20	CCCC(=O)Nc1ccc2c(c1)Cc1ccccc1-2	-3	-3	4	-3	-2	46	i	-2	1	u
21	CC1CCc2nc(NC(=O)CCSc3ccccc3)sc2C1 (stereo not drawn)	-3	11	6	-3	-1	-1	i	15	2	2
22	COc1ccccc1NC(=O)c1ccc(C)c(S(=O)(=O)N2CCCCC2)c1	1	-13	-4	2	-2	14	i	6	1	27
23	CCN1C(=O)CSc2ccc(C(=O)NC3CCCCC3)cc21	1	0	0	-4	x	7	i	40	6	2
24	COc1cc(/C=N/NC(=O)C(=O)NCc2ccco2)ccc1O	3	17	0	-2	3	-2	i	9	0	-9
25	Cc1cc(NC(=O)CSCC(=O)N(C)Cc2cccc(Cl)c2)no1	x	-20	0	1	0	3	i	11	1	0
26	NC(=O)C1=C[C@H](c2ccc3c(c2)OCO3)C[C@H](OCc2ccc(CO)cc2)O1	3	-4	-1	6	0	9	i	17	3	-5
27	Cc1nnc(N/N=C/c2ccc(-c3ccc(Br)cc3)o2)n1N	14	-1	10	-1	26	44	i	-2	2	48
28	O=c1[nH]c(CN2CCOCC2)nc2scc(-c3ccccc3)c12	4	-2	-1	0	9	5	i	6	-5	-13
29	CCOC(=O)N1CCC(NC(=O)Cn2ncc3ccccc32)CC1	3	-1	-4	-6	0	-4	i	12	-4	4
30	COc1ccccc1C1C2=C(CC(C)(C)CC2=O)N(CC(=O)O)C2=C1C(=O)CC(C)(C)C2	1	0	-13	-8	-1	1	i	21	-1	-3
31	O=C(Nc1nnc(-c2ccco2)o1)c1ccc(S(=O)(=O)N2CCOCC2)cc1	0	5	4	4	x	1	i	13	3	5
32	COc1cc(C)ccc1OCCOCCOc1cc(C)c(C)cc1Br	-2	-3	0	3	0	-3	i	6	1	-2
33	COc1ccc(-c2nc(C#N)c(N3CCC(C)CC3)o2)cc1	6	2	-7	-5	-1	6	i	-3	1	-3
34	CCN(CC)c1nc(N2CCN(C)CC2)nc2ccccc12	2	3	-3	17	0	1	i	0	-4	-17
35	NC(=O)c1ccc(C2SCC(=O)N2Cc2ccccc2)cc1 (stereo not drawn)	0	7	-7	-3	-2	-2	i	12	-4	3
36	CCOC(=O)c1c(NC(=O)CSc2nc3ccccc3o2)sc(C(C)=O)c1C	-4	3	-5	2	-3	4	i	39	2	8
37	CCCCOc1ccc(-c2nnn(CC(=O)NCCc3c[nH]c4ccccc34)n2)cc1	0	-4	0	4	-3	0	i	9	4	2
38	N#CC1=C(N)OC2=C(C(=O)CCC2)C1c1ccsc1 (stereo not drawn)	2	1	-5	7	1	0	i	18	0	3
39	O=C(Nc1ccc(OCc2ccccc2)cc1)Nc1ccccc1C(=O)NCCCN1CCOCC1	1	8	x	x	1	12	i	18	3	38
40	COC(=O)c1cccc(N(C(=O)c2ccco2)C(C(=O)NC2CCCC2)c2ccc(N3CCOCC3)cc2)c1 (stereo not drawn)	-1	4	-2	2	0	1	i	17	1	-5
41	O=C(NC1CCS(=O)(=O)C1)C1C2CC3CC(C2)CC1C3 (stereo not drawn)	0	2	0	3	3	-4	i	20	1	25
42	COc1ccc(C(=O)NNC(=O)c2ccc(S(=O)(=O)N3CCOCC3)cc2)cc1	-4	-12	6	x	0	-3	i	-11	-1	-6
43	CC(CCc1ccccc1)NC(=O)CCN1N=C(c2ccccc2)CCC1=O (stereo not drawn)	-1	2	-4	-1	-3	3	i	43	2	-4
44	COc1ccc(N2C(=O)C(Cl)=C(Nc3ccccc3O)C2=O)cc1	4	-2	11	-6	-3	13	i	15	1	4
45	COC(=O)c1ccccc1N(Cc1ccccc1)S(C)(=O)=O	-1	-1	-1	1	-2	-34	i	-6	-3	-35
46	O=C(CCN1C(=O)/C(=C/c2ccc(F)cc2)SC1=S)NCCCn1ccnc1	3	-4	9	2	6	-59*	x	4	3	-69
47	CCOC(=O)CSc1nnc(CNC(=O)c2ccc(OC)cc2)n1Cc1ccccc1	2	x	3	0	-1	x	x	x	x	x
48	Cc1csc(OCC(=O)Nc2ccc(C)c(C)c2)n1	-1	0	x	0	x	0	i	16	2	26

2 of these compounds in another layout:
41	O=C(NC1CCS(=O)(=O)C1)C1C2CC3CC(C2)CC1C3 (stereo not drawn)
  HSP90 refold inh: 0
  Platelet DG rel: 2
  HDAC3 inhib: 0
  Dyrk1A ADPGlo: 3
  GSK3A inh: 3
  HSF1 inh: -4
  PolyA inhibitor: i
  AI-2 QS modul: 20
  GSK3beta inhib: 1
  HSF-1 act: 25

38	N#CC1=C(N)OC2=C(C(=O)CCC2)C1c1ccsc1 (stereo not drawn)
  HSP90 refold inh: 2
  Platelet DG rel: 1
  HDAC3 inhib: -5
  Dyrk1A ADPGlo: 7
  GSK3A inh: 1
  HSF1 inh: 0
  PolyA inhibitor: i
  AI-2 QS modul: 18
  GSK3beta inhib: 0
  HSF-1 act: 3

Following part
#	compound	HSP90 refold inh	Platelet DG rel	HDAC3 inhib	Dyrk1A ADPGlo	GSK3A inh	HSF1 inh	PolyA inhibitor	AI-2 QS modul	GSK3beta inhib	HSF-1 act
49	c1csc(-c2csc(-c3cccs3)n2)c1	2	3	2	4	5	8	i	22	-2	34
50	COCCN1C(=O)c2ccccc2C(C(=O)NCc2ccco2)C1c1c[nH]c2ccccc12 (stereo not drawn)	3	2	1	5	-2	8	i	-8	0	-13
51	COc1ccc(N2CCN(C(=O)NCc3cccc(OC)c3)CC2)cc1	5	-10	-2	-3	2	-9	i	19	1	12
52	O=C1N=C(N2CCCC2)S/C1=C\c1ccccc1	-1	-4	x	-1	1	2	i	11	0	12
53	O=S(=O)(CCN1C=CC(C(F)(F)F)=NCC1)c1ccc(F)cc1	1	9	3	x	-1	4	i	25	-3	7
54	COc1ccc(C(=O)NCCNC(=O)c2ccc(C)nc2)cc1	-4	-19	-5	8	1	-2	i	17	2	-7
55	CC(C)(C)C(=O)Nc1nc(C2CCCN2S(=O)(=O)c2ccc(Cl)cc2)cs1 (stereo not drawn)	1	1	-12	5	0	9	i	22	3	10
56	COc1cccc(OCc2cc(C(=O)NCCc3cccc(C)n3)no2)c1	-2	-3	1	-2	-2	0	i	20	4	-10
57	O=C(c1cccnc1)C1Cc2ccccc2C1=O (stereo not drawn)	1	7	x	6	-1	-2	i	32	2	30
58	COCc1c(C(=O)N/N=C/c2ccco2)nnn1-c1nonc1N	-1	-3	11	-6	-1	-1	i	9	6	0
59	COc1cc2nc(CN3CCOCC3)n(CC(=O)N3CCCCCC3)c(=O)c2cc1OC	0	3	0	5	1	-8	i	8	0	-1
60	CC(C)Oc1ccc(C(=O)O)c(C(=O)O)c1	5	1	1	7	-3	2	i	52	0	-4
61	CS(=O)(=O)N(Cc1ccccc1)c1ccc(C(=O)Nc2ccc(C(N)=O)cc2)cc1	3	-15	4	4	-2	9	i	x	x	35
62	CC(=O)c1c(C)nc2sc3c(=N)n(N)cnc3c2c1-c1ccc(Cl)cc1	5	7	2	0	7	-13	i	25	-3	-11
63	c1ccc(-c2ccnc3ncnn23)nc1	0	-2	x	-6	-2	-1	i	11	3	10
64	CCN(C(=O)CN1C(=O)S/C(=C\c2ccccc2OC)C1=O)C1CCS(=O)(=O)C1 (stereo not drawn)	-5	3	0	0	0	2	i	9	-1	9
65	CCOc1cc(/C=C2/C(=N)N3OC(C)=CC3=NC2=O)ccc1OC(=O)c1ccco1	1	3	1	5	x	8	i	14	1	21
